Source: PubChem BioAssay
GALK inhibitor: qHTS Assay for Inhibitors of Human Galactokinase (GALK): NCGC Sytravon Library Screen; P51570; recombinant GALK, Kinase-Glo ATP luminescence, 1 h; Potency, µM (titrated, usually from 57.5 µM), inactives show at the highest dose activity, negative = inhibition, most hits filed as inhibitors; 44,000 tested, under 10 active; AID 1347072, 2019;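 also: plate controls were full GALK reaction for no effect and reaction lacking GALK for full effect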
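Luminescent ATP-depletion readout (Kinase-Glo Plus) after 1 h room-temperature incubation of human GALK (5 nM) with galactose 100 µM and ATP 35 µM, pH 8.0 HEPES/Mg2+ buffer; compounds tested in qHTS format.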
FH mod: Identification of activators of human fumarate hydratase by quantitative high-throughput screening; Fumarate hydratase, mitochondrial (Homo sapiens), P07954; FH coupled MDH/diaphorase resazurin fluorescence, 15 min; Potency, µM (series often up to 79.9 µM), for inactives: top-dose activity change, negative = inhibition, most hits filed as inhibitors; hit rate 0.22% among 54,000; also: potency is read from the fitted curve at half-maximal effect; % is scaled to controls: 0 for no effect and ±100 for the full control effect; the screen sought activators but most active calls are inhibition curves; nearly all actives have a fitted effect of over 45% in size
Target sequence (P07954 whole entry, looked up): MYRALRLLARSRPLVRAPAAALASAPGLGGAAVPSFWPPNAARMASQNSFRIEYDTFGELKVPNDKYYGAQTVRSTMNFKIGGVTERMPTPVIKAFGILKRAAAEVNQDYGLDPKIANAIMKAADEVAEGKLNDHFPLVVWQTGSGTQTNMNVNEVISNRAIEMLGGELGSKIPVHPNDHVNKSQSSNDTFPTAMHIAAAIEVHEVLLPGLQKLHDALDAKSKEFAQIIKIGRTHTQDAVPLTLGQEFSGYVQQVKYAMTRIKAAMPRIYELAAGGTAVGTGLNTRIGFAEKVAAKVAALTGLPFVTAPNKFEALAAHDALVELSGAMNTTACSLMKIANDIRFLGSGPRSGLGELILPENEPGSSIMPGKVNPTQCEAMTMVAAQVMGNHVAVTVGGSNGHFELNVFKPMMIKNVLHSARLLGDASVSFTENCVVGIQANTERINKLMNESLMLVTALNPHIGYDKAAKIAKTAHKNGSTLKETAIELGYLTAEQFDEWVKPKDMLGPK
PTAP-TSG101 blk: qHTS Validation Assay for Inhibitors of HIV-1 Budding by Blocking the Interaction of PTAP/TSG101: Sytravon Library Screen; Tumor susceptibility gene 101 protein (Homo sapiens), Q99816; Fluorescence polarization, FITC-PTAP peptide/Tsg101, 20 min; Potency, µM (doses to about 115 µM), for inactives: at the highest dose activity change, negative = inhibition, hits mostly inhibitors; 44,000 tested, under 10 active; AID 1347069, 2019; also: potency is read from the fitted curve at half-maximal effect; 0% is about no effect
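Fluorescence polarization: Tsg101 binding domain (10 uM final) in 10 mM HEPES pH 7.5, 0.15 M NaCl, 0.01% Tween 20, 3 mM EDTA, 0.1 mM TCEP; compounds pinned; FITC-PTAP peptide 50 nM final; 20 min, r.t.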
B2AR arrestin ag: qHTS assay of beta-arrestin-biased ligands of beta2-adrenergic receptor: NCGC Sytravon Library Screen. Beta-2 adrenergic receptor (Homo sapiens), P07550. HTLA Tango cells, beta-arrestin recruitment, luciferase luminescence, 18 h. Potency, µM (titrated, usually from 46.1 µM), without a hit: top-dose activation, actives largely listed as activators. 44,000 tested, under 10 active. AID 1347077, 2019;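 also: potency is read from the fitted curve at half-maximal effect; 0% = DMSO and full agonism = EC100 isoproterenol or metaproterenol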
Target sequence (P07550 whole entry, looked up): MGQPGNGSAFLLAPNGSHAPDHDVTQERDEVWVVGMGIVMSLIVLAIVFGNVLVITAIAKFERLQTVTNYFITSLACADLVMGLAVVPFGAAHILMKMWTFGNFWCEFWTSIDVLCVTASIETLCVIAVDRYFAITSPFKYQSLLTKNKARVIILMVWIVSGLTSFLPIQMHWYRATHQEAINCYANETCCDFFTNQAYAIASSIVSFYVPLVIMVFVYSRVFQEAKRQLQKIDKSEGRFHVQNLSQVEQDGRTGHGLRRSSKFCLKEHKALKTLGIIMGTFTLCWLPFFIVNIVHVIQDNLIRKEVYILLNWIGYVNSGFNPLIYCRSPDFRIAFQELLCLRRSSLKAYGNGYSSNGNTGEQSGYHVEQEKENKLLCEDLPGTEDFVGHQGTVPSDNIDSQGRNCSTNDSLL
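Tango cell line, 1% FBS DMEM; cpd titration up to 46 microM; 18 hr, 37 degrees C, 5% CO2. Luciferin/ATP substrate mix added, 15 min RT, luminescence. %Activity, CRC fitting, curve-class categorization.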
NTMT1 inhibitor: Primary qHTS for Inhibitors of N-terminal methyltransferase 1 (NTMT1): MTaseGlo Assay | N-terminal Xaa-Pro-Lys N-methyltransferase 1 (Homo sapiens), Q9BV86 | NTMT1 MTase-Glo SAH luminescence, purified enzyme | Potency, µM (doses to about 114 µM), inactives show at the top dose activity change, negative = inhibition, usual class: inhibitors | hit rate 2.5% among 59,000 | AID 1645870, 2021;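 also: potency is read from the fitted curve at half-maximal effect; plate controls were DMSO vehicle for no effect and no enzyme for full effect; nearly all actives have a fitted effect of over 65% in size; many of its hits are not listed in these tables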
p53null 39C tox: qHTS Screen for Compounds that Selectively Target Cancer Cells with p53 Mutations: Cytotoxicity of p53 Null Cells at the Nonpermissive Temperature; Potency, µM (highest dose often 46.1 µM), for the others: at the top dose activity, negative = cell killing, usual class: cytotoxic; H1299 p53-null (neo) cells, 39C, ATPlite viability, 24 h; AID 904, 2007; hit rate 0.97% among 55,000;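 also: potency is read from the fitted curve at half-maximal effect; 0% = DMSO only and -100% = full killing by 100 µM tamoxifen; nearly all actives have a fitted effect of over 50% in size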
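Cells seeded at 600/well, 37C overnight. Compound added (up to 46 uM), plates shifted to 39C for 24 hr. ATPlite added, luminescence read after 20 min at room temperature.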
p53null 32C tox: qHTS Screen for Compounds that Selectively Target Cancer Cells with p53 Mutations: Cytotoxicity of p53 Null Cells at the Permissive Temperature | H1299-neo p53 null cells, ATP luminescence, 24 h, 32C | Potency, µM (top dose mostly 46.1 µM), without a hit: at the highest dose activity change, negative = cytotoxicity, actives largely listed as cytotoxic | hit rate 0.62% among 55,000 | AID 903, 2007;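 also: potency is read from the fitted curve at half-maximal effect; 0% = DMSO only and -100% = full killing by 100 µM tamoxifen; nearly all actives have a fitted effect of over 55% in size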
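H1299-neo (p53-null) cells, 600/well, were pre-incubated overnight at 37C, then exposed to compounds at up to 46 uM for 24 hr at 32C. Viability was measured as ATP content by luminescence, and AC50 values came from Hill fits.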
Starred values were filed as active, the others as inactive; ? = inconclusive; · = not tested or not shown; [ ] = another dose, or the depositor's remark. Calls follow the shape of the dose curve; as a rule, active = well fitted curve in the direction sought with a large enough effect; inconclusive = small, poorly fitted or top-dose-only effect, or another doubt; inactive = no such curve, though single readings can be large; an effect the other way counts as inactive or inconclusive.

Values run as follows: NTMT1 inhibitor, FH mod, B2AR arrestin ag, GALK inhibitor, p53null 39C tox, p53null 32C tox, PTAP-TSG101 blk
> CCOc1ccc(Nc2cc(C)nc3nncn23)cc1
→ -4%, 2%, -1%, 1%, -13%, 1%, -4%
> CCOC(=O)c1c(C)oc2nc(C)nc(NCc3cccc(OC)c3)c12
→ -7%, ?, 8%, 1%, -13%, -3%, -11%
> CC(=O)Nc1ccc(NC(=O)c2cc(-c3cccs3)on2)cc1
→ -13%, 2%, -2%, 0%, 30%, 8%, 1%
> CCOc1ccc(Nc2nc(C)c(NC(=O)c3ccc(C)cc3)c(Nc3ccc(OCC)cc3)n2)cc1
→ 8%, -25%, 1%, 0%, -4%, 9%, -5%
> Cc1ccc(CNC(=O)Cc2csc3ccccc23)cc1
→ -1%, -8%, 0%, 4%, -18%, -7%, 4%
> CCN(CC)CCSc1nnc2c3cc(F)ccc3n(CC)c2n1
→ -2%, 2%, 1%, 3%, -10%, 6%, -11%
> Cc1cccc(OCC(=O)NCC2(N3CCN(C)CC3)CCCCC2)c1C
→ -3%, 5%, -2%, -5%, -6%, -12%, 0%
> O=C(NCc1ccc(F)cc1)c1cc2c(s1)-c1ccccc1SC2
→ -6%, -30%, -2%, -2%, 15%, 21%, -7%
> CCN(CC)c1nn2c(=O)c(C(=O)NCc3ccccc3Br)cnc2s1
→ ?, -16%, 0%, -1%, -3%, -12%, -1%
> Cc1ccc(CCNC(=O)CCN2N=C(c3ccc(C)cc3)CCC2=O)cc1
→ ?, -6%, 0%, 1%, 22%, 13%, 1%
> COc1ccccc1OCc1nc(C#N)c(NCc2ccc(C)cc2)o1
→ 5%, ?, -2%, 2%, 4%, 5%, -1%
> CCCC12CN3CC(C)(CN(C1)C3c1ccc(OCc3ccccc3)cc1)C2=O (stereo unspecified)
→ 8%, -1%, -2%, -4%, -15%, -5%, 1%
> COc1ccccc1NC(=O)c1sc2cccc(Cl)c2c1Cl
→ -12%, 8%, 0%, -19%, 0%, -3%, 0%
> Cc1ccc(C)c(N2CCN(S(=O)(=O)c3cc(-c4cc(C)no4)ccc3C)CC2)c1
→ -5%, -7%, -1%, -2%, 2%, -8%, 2%
> COc1ccccc1CNC(=O)C(C)n1ccc2cc(S(=O)(=O)N3CCCC3)ccc21 (stereo unspecified)
→ -1%, -1%, 0%, 0%, -8%, -10%, -1%
> COc1cc(NC(=O)CCc2nc(-c3cccs3)no2)cc(OC)c1OC
→ 2%, -8%, 1%, -8%, -10%, 1%, -2%
> O=C(CN1C(=O)COc2ccc(S(=O)(=O)N3CCCCCC3)cc21)N1CCN(c2ccccc2F)CC1
→ -3%, -13%, 1%, 8%, 5%, 4%, -3%
> Cc1cccc(-n2c(=O)c3c(c4cc(C)ccc4n3C)n(CC(=O)NCC3CCCO3)c2=O)c1 (stereo unspecified)
→ -8%, 6%, 0%, 0%, -6%, 0%, 0%
> Cc1cccc(CNC(=O)c2ccc(NC(=O)N3CCSc4ccccc43)cc2)c1
→ 0%, -18%, -2%, 5%, 5%, 12%, 1%
> CC(=O)c1c(C)oc2c1cc(NS(=O)(=O)c1c(C)cc(C)cc1C)c1ccccc12
→ 6%, ?, 4%, 1%, 13%, -2%, -4%
> CCCN(CCC)CCCNC(=O)C1CCCN(Cc2nc(-c3ccc(Cl)cc3)oc2C)C1 (stereo unspecified)
→ ?, -2%, 0%, 0%, 3%, 5%, 0%
> CCCS(=O)(=O)c1c(S(=O)(=O)CCC)c2cc(C(C)(C)C)ccn2c1C(=O)c1ccc(OC)c(OC)c1
→ -21%, -8%, 1%, 2%, 19%, 7%, 1%
> Cc1ccc2occ(-c3cc(-c4ccccc4)nc4c3COc3ccccc3-4)c(=O)c2c1
→ ?, -9%, 0%, -1%, ·, ·, 1%
> CCOc1ccc(CNC(=O)c2cnc3sc(N(CC)CC)nn3c2=O)cc1
→ -6%, -9%, -1%, 3%, 15%, 5%, -3%
> Cc1ccc(C(C)(C)C)c(OCC(=O)NCCc2nc3ccccc3[nH]2)c1
→ 1%, -1%, 0%, 2%, -17%, -12%, 0%
> CCOc1ccccc1N1CC(c2nc3ccccc3n2CCOc2ccccc2OC)CC1=O (stereo unspecified)
→ 18%, -16%, -3%, 0%, 0%, 26%, -1%
> CCOC(=O)c1ccc(N2CCN(c3ccc(F)cc3)CC2)c(NC(=O)Nc2ccc(CC)cc2)c1
→ ·, ·, 3%, 1%, 12%, 7%, -3%
> Cc1ccc2onc(CC(=O)N3CCN(c4ccccc4)CC3)c2c1
→ 1%, -6%, -1%, -3%, 12%, 19%, -12%
> O=C(CCS(=O)(=O)c1nc(-c2ccc3c(c2)OCO3)cc(C(F)(F)F)n1)Nc1ccc(F)cc1F
→ 34%[activator], -15%, -1%, -2%, 51%[activator], 19%, -3%
> CCc1ccccc1NC(=O)N1CCc2cc(OC)c(OC)cc2C1CC(=O)OC (stereo unspecified)
→ 3%, -18%, -1%, 1%, 25%, -1%, 0%
> Cc1ccc(-c2nn(CC(=O)NC3CCCCC3)c3c2cnc2ccc(F)cc23)cc1C
→ 5%, 0%, -1%, -2%, 3%, 5%, 2%
> COc1ccc(NC(=O)c2c(NCc3cccs3)sc3c2CCCC3)cc1
→ ?, -22%, 1%, 1%, 18%, 30%, -1%
> O=C(Nc1sc2c(c1C(=O)Nc1ccccc1Cl)CCCC2)c1ccccc1F
→ ?, -6%, 0%, 2%, 28%, 1%, 0%
> O=C(c1ccc(F)cc1)c1cn(Cc2ccccc2)c2cc3c(cc2c1=O)OCO3
→ 9%, -22%, -1%, 8%, -6%, -3%, 1%
> COc1ccc(S(=O)(=O)N(CC(=O)N2CCC(C)CC2)c2ccc(C)cc2)cc1
→ 4%, -1%, 1%, 0%, 16%, 5%, -10%
> Cc1nc2cc(-c3cccc(F)c3)nn2c(C)c1CCC(=O)NC(C)c1ccccc1 (stereo unspecified)
→ ?, -29%, 0%, -2%, -20%, 3%, -3%
> CCOc1ccc(CNC(=O)c2cnc(SC)nc2C)cc1
→ -2%, -9%, 1%, -2%, 0%, -21%, 1%
> O=C(Nc1ccc(O)c(-c2nc3ccccc3o2)c1)c1ccc(-c2cccc(Cl)c2)o1
→ 18%, -10%, -1%, -14%, -4%, -3%, -2%
> O=C(c1ccc2c(c1)N(Cc1cccc(Cl)c1)C(=O)c1ccccc1S2=O)N1CCC(Cc2ccccc2)CC1 (stereo unspecified)
→ -2%, -21%, -3%, 0%, 6%, 3%, 0%
> Cc1cccc(-c2nnc(SCC(=O)Nc3ccc(C)c(C)c3)o2)c1
→ 6%, 1%, -3%, 6%, -6%, -10%, -3%
> CCC1CCCCN1CCCNC(=O)c1cn(CC)c2ccc(S(=O)(=O)N(C)C3CCCCC3)cc2c1=O (stereo unspecified)
→ -18%, -7%, 1%, 0%, -9%, 19%, -10%
> COc1ccc(C(=O)c2cn(Cc3ccc(F)cc3)c3c(F)cc(F)cc3c2=O)cc1
→ 20%, -23%, 2%, 8%, -16%, -15%, 1%
> Cc1ccc(S(=O)(=O)n2nc(C)c(S(=O)(=O)N3CCCCC3)c2C)cc1
→ 11%, 2%, -1%, -2%, -6%, -8%, -7%
> CC(=O)Nc1nonc1-c1nnc(SCc2ccc(C)cc2)n1C
→ ?, 2%, -3%, -5%, -4%, -9%, -1%
> CCc1ccc(Oc2c(C(F)(F)F)oc3c(CN4CCN(C)CC4)c(O)ccc3c2=O)cc1
→ 1%, -14%, 1%, ?, ?, 7%, 2%
> N#Cc1ccccc1Cn1c(=O)n(Cc2ccc(C(=O)NC3CCN(Cc4ccccc4)CC3)cc2)c(=O)c2ccccc21
→ ?, 4%, 1%, 0%, -14%, 4%, -1%
> CCN(CCCNC(=O)c1cc2c(=O)n(CC)c3ccccc3c2s1)c1cccc(C)c1
→ -14%, -35%, 0%, 7%, -16%, 6%, -3%
> Nc1nnc2c(n1)[nH]c1ccccc12
→ -1%, -16%, -2%, 0%, ·, ·, -9%
> CCOC(=O)c1ccccc1NS(=O)(=O)c1ccc(N2CCCCS2(=O)=O)cc1
→ 12%, -21%, 0%, -3%, 4%, -4%, -3%
> CC(Nc1oc(-c2ccc(COc3ccc(Cl)cc3)o2)nc1C#N)c1ccccc1 (stereo unspecified)
→ 16%, -8%, -3%, -12%, -24%, -9%, 0%
> CCOc1ccc(CCNS(=O)(=O)c2cc(Br)cc3c2N(C(C)=O)CC3)cc1OCC
→ -1%, 8%, 0%, 3%, 19%, -10%, -2%
> COCCCn1c(=O)c2sccc2n2c(CCCC(=O)NCc3ccc(F)cc3)nnc12
→ 7%, -8%, 0%, 3%, -16%, -1%, 6%
> Cc1cccc(NC(=O)N2CCC(CN3CCCCCC3)CC2)c1C
→ ?, 1%, -1%, ?, -8%, -12%, -6%
> COc1ccc(C2(N3CCN(c4cc(C)ccc4C)CC3)C(=O)c3ccccc3C2=O)cc1
→ ·, ·, -1%, 4%, 31%[activator], -4%, -8%
> O=C(Cn1c(=O)n(Cc2ccccc2)c(=O)c2sc3ccccc3c21)Nc1ccc(F)cc1
→ 10%, 5%, 0%, -14%, ?, -14%, -3%
> O=C(CSC1=Nc2ccccc2N=C(c2ccc(F)cc2)C1)NCc1ccccc1
→ -9%, 2%, 2%, 0%, 0%, -8%, 3%
> CCOC(=O)c1sc2ccccc2c1S(=O)(=O)Nc1cccc(C(F)(F)F)c1
→ 0%, -17%, 1%, -2%, ?, -17%, -8%
> Cc1cccc(C(=O)OCc2cc(=O)n3nc(-c4cccs4)sc3n2)c1
→ -12%, -2%, -1%, 0%, 4%, -2%, -1%
> COc1ccc(-n2nc(C(=O)N3CCCC(C)C3)c3c4ccccc4n(C)c3c2=O)cc1Cl (stereo unspecified)
→ -10%, -19%, ?, 0%, 7%, 8%, -8%
> CC(=O)Nc1c(C)nn(-c2ccccc2)c1N1CCC(C(=O)NCc2cccc(Cl)c2)CC1
→ -13%, 8%, 0%, 1%, -4%, -7%, 1%
> CCOC(=O)c1[nH]c2ccccc2c1NC(=O)c1cc(OCC)c(OCC)c(OCC)c1
→ -9%, -16%, 1%, 6%, -16%, -2%, -4%
> Cc1ccc(-c2noc(C(C)NC(=O)c3ccco3)n2)cc1 (stereo unspecified)
→ ?, 2%, -2%, -12%, ?, -5%, -1%

Some of the compounds tested (hit frequency here may not be typical).
